# Screening data from PubChem BioAssay.
# IDE act: IDE (human) activation, cell-based | AID 493087 | 0.073% of 340,000 active | activation, % at 5.96 µM | HEK cells, FAbeta-B cleavage, fluorescence polarization; 0% vehicle, 100% cell-free pure enzyme wells | P14735;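 active = activation above the mean of all tested compounds plus 3 SD, set per screening campaign, cut at about 17% in these data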
# Target sequence (P14735 whole entry, looked up): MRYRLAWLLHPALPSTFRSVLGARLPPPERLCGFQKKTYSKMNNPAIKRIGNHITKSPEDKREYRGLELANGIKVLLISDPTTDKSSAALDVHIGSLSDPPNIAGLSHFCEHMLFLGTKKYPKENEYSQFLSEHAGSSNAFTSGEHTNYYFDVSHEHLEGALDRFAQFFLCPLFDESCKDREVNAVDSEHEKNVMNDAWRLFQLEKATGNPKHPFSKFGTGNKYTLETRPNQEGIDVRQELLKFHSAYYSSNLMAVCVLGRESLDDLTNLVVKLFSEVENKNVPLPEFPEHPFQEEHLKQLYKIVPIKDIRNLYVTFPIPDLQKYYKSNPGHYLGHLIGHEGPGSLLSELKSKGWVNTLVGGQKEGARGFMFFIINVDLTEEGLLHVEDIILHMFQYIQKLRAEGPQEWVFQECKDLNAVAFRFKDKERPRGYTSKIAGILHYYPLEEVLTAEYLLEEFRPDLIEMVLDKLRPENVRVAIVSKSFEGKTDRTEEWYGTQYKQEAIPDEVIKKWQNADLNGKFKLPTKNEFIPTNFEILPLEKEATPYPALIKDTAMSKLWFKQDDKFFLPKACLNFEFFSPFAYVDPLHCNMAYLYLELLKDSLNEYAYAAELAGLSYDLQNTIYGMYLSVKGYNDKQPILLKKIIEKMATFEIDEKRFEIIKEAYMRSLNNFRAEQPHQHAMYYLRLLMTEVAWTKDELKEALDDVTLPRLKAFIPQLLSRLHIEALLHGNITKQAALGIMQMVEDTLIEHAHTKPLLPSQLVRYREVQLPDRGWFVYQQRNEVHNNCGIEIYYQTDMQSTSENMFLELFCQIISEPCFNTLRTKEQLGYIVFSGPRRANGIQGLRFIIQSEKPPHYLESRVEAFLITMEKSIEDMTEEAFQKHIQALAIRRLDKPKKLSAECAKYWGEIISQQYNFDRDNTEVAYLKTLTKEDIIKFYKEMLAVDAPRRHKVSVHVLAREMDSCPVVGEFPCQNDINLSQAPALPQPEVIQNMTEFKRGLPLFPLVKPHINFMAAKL
# * = called active by the depositor. A portion of the library; the hit share may differ from the screen's.
IDE act	SMILES
1	O=C(COC(=O)CCC(=O)c1ccc(Cl)cc1)NCc1ccc(F)cc1
2	Nc1cc(Cl)ccc1C(=O)OCC(=O)N1CCCCCC1
1	Cc1cccc(N2CC(C(=O)NCCC3=CCCCC3)CC2=O)c1C (configuration not stated)
10	O=C(c1cccc(S(=O)(=O)N2CCN(c3ccc(F)cc3)CC2)c1)N1CCCC1
-1	CC(C)O/C(=N/S(=O)(=O)c1ccc(Cl)cc1)c1ccccc1
5	C=CC[C@@H](CC(=O)N[C@@H](CO)Cc1ccccc1)C(=O)N[C@H](COC(=O)[C@@H](CC=C)Cc1ccc(F)cc1)Cc1ccccc1
0	CCNC(=O)CSc1nnc(-c2cccc(S(=O)(=O)N3CCOCC3)c2)o1
2	Cc1cc(SCC(=O)OCC(=O)N(C)C2CCS(=O)(=O)C2)c(C)cc1Br (configuration not stated)
6	COc1ccc(NC(=O)CN2C(=O)NC(C)(C3CC3)C2=O)c(OC)c1 (configuration not stated)
-7	O=C(C1CCN(S(=O)(=O)c2cccc3cccnc23)CC1)N1CCN(Cc2ccccc2)CC1
6	CC(Sc1ncccn1)C(=O)NC1(C#N)CCCCC1 (configuration not stated)
-6	CC(=O)N1CCc2c(sc(NC(=O)C3CCCN3S(=O)(=O)c3cccs3)c2C(N)=O)C1 (configuration not stated)
2	COc1cc(C(=O)N(C)CCOc2ccccc2)ccc1OCC(=O)Nc1cccc(C(F)(F)F)c1
4	CCN(CC)CCNC(=O)c1ccc(NC(=O)C2CC(=O)N(c3ccc4c(c3)OCCO4)C2)cc1 (configuration not stated)
3	Cc1ccc(S(=O)(=O)N[C@@H](C)C(=O)OCC(=O)N2c3ccccc3NC(=O)C2(C)C)cc1
0	COc1ccc(Cl)cc1NC(=O)CN(C)C(=O)c1sccc1-c1ccccc1
8	Cc1cc(C)c(C)c(S(=O)(=O)N[C@@H](C)C(=O)OCC(=O)NC2CCCC(C)C2C)c1C (some centres not stated)
3	Cc1nnc(-c2ccc(N3CCOCC3)c([N+](=O)[O-])c2)o1
10	C[C@]12C(=O)N(c3ccc(C(F)(F)F)cc3)C(=O)N1[C@H]1c3ccccc3OC[C@@H]1[C@H]2c1ccccc1
5	Nc1ncn([C@H]2C[C@H](O)[C@@H](CO)O2)c(=O)n1
4	Cc1ccc2sc(N(CCCN(C)C)C(=O)c3ccc(S(=O)(=O)N(C)C4CCCCC4)cc3)nc2c1C
7	C=CC[C@H](CC(=O)N(CCO)Cc1ccccc1)C(=O)N[C@@H](C)COC(=O)[C@H](CC=C)CC(=O)OC(C)(C)C
5	C[C@H](CO)N1C[C@H](C)[C@@H](CN(C)Cc2ccc(-c3ccccc3)cc2)Oc2c(NC(=O)Cc3ccccc3)cccc2C1=O
1	CN1CCN(S(=O)(=O)c2ccc(N3CCN(c4ccc(O)cc4)CC3)c([N+](=O)[O-])c2)CC1
0	Cc1cccc(C)c1NC(=O)COC(=O)[C@@H]1CCCN1C(=O)c1cccs1
16	COc1cccc2c1C(=O)c1c(O)c3c(c(O)c1C2=O)CC(O)(C(C)=O)CC3OC1CC(O)C(O)C(C)O1 (configuration not stated)
1	NC(=O)C1CCCN(CC(=O)Nc2cc(S(=O)(=O)N3CCOCC3)ccc2N2CCCC2)C1 (configuration not stated)
3	Cc1nnc(NC(=O)C2CSC3(C)CCC(=O)N23)s1 (configuration not stated)
4	CCN1CCN(C(=O)C(C)Oc2ccc(S(=O)(=O)N3CCCC3)cc2C(N)=O)CC1 (configuration not stated)
5	CCc1n[nH]c(=S)n1/N=C/c1ccc(-c2ccc(Br)cc2)o1
6	Cc1ccc(CC(=O)Nc2ccc(S(=O)(=O)N3CCOCC3)cc2)cc1C
3	COc1ccc2[nH]c3c(c2c1)CCN1C(=O)C(CC(=O)NCCCn2ccnc2)C[C@H](C(=O)N2CCOCC2)[C@@]31CCC1CCCC1 (some centres not stated)
2	CCCCCN1C(=O)/C(=C/c2c(N3CCc4ccccc4C3)nc3ccccn3c2=O)SC1=S
4	COc1ccc(CN2c3c(Br)cccc3C(=O)CS2(=O)=O)cc1
-3	CCN(CC)S(=O)(=O)c1ccc(N2CCOCC2)c(NS(=O)(=O)c2cccs2)c1
-1	Cc1cccc(NS(=O)(=O)c2ccc(C(=O)N3CCCCCC3)cc2)c1C
3	CC12C=CC(=O)C=C1C(F)CC1C3CCC(O)(C(=O)CO)C3(C)CC(O)C12F (configuration not stated)
-2	COc1cc2c(cc1OC)CN(C(=O)CCNC(=O)c1ccc(Br)cc1)CC2
2	O=C(CCNC(=O)c1ccccc1Cl)NCc1ccco1
2	Cc1ccccc1NC(=O)Cc1nc(COC(=O)Cc2ccccc2F)cs1
-1	CN(C(=O)c1ccc(NC(=O)Cc2ccc(NC(=O)C3CCCN(C(=O)C4CCC4)C3)cc2)cc1)C1CCCC1 (configuration not stated)
1	CCOCc1c(C(=O)OCC(=O)NCc2ccc(F)cc2)oc2ccccc12
2	CSCCC(NC(=O)c1ccco1)C(=O)NCC(c1ccccc1)N(C)C (configuration not stated)
-1	CCOC(=O)C1=CN(Cc2cccc(F)c2)S(=O)(=O)N(C)C1c1ccc2ccccc2c1 (configuration not stated)
4	COc1ccc(CC(=O)OCCc2cc3cc(OC)c(OC)cc3c(=O)o2)cc1
-1	CN(C)C(CNS(=O)(=O)c1ccc(Cl)cc1F)c1ccco1 (configuration not stated)
3	CCN1CCN(c2ccc(S(=O)(=O)N3CCCCC3)cc2NC(=O)CCNC(C)=O)CC1
1	NS(=O)(=O)c1ccc(CCNC(=O)COC(=O)COc2cccc(C(F)(F)F)c2)cc1
7	Cc1ccc(C2(C)NC(=O)N(CC(=O)N(c3ccccc3)C3CCS(=O)(=O)C3)C2=O)cc1 (configuration not stated)
2	COc1ccc(NC(=O)CSc2nnc(Cc3cccs3)n2C)cc1
1	COc1cccc(CNC(C)C(=O)Nc2ccc(S(=O)(=O)N3CCCC3)cc2)c1 (configuration not stated)
-6	CCCN(CC(=O)Nc1ccc(F)c(F)c1F)C(=O)C1=COCCO1
5	CC(Sc1nnc(-c2cccnc2)n1N)C(=O)NCCC1=CCCCC1 (configuration not stated)
2	COc1cc2nc(CN3CCN(S(=O)(=O)c4c(F)cccc4F)CC3)[nH]c(=O)c2cc1OC
0	CCOCCn1ccc2c(OCC(=O)Nc3ccccc3F)cccc2c1=O
3	Cc1ccc(S(=O)(=O)N2CCCN(C(=O)c3ccc(-n4nccc4C)cc3)CC2)cc1
4	CS(=O)(=O)c1cccc(C(=O)Nc2nnc(C3=COCCO3)o2)c1
-4	Cc1cc(N)nc(=O)n1C1CC(O)C(CO)O1 (configuration not stated)
2	O=C(NN=Cc1ccc2c(c1)OCO2)c1ccncc1
2	O=C(O)C(c1ccccc1)C(O)c1ccc2c(c1)OCO2 (configuration not stated)

# (more compounds)
IDE act	SMILES
4	Cc1ccc(C(=O)OCC(=O)NCCNC(=O)COC(=O)c2ccc(C)o2)o1
4	O=C(Nc1ccc(S(=O)(=O)NC2=NCCCCC2)cc1)c1ccc(Cl)c([N+](=O)[O-])c1
5	COc1ccccc1N1CC(C(=O)OCC(=O)Nc2cc(C)on2)CC1=O (configuration not stated)
-4	Cc1noc(C)c1S(=O)(=O)N(C)C[C@H]1Oc2c(NC(=O)Nc3ccccc3)cccc2C(=O)N([C@H](C)CO)C[C@@H]1C
1	CN(C)S(=O)(=O)c1ccc(Cl)c(C(=O)NNC(=O)c2ccc3c(c2)OCO3)c1
0	CSCCC(NC(=O)c1ccccc1Br)C(=O)NNC(=O)c1csc(N2CCOCC2)n1 (configuration not stated)
-5	Cn1c(SCc2ccccc2F)nc2ccccc2c1=O
3	O=C(COc1ccccc1)NCC(c1ccco1)N1CCN(c2ccccc2F)CC1 (configuration not stated)
-2	CCc1ccc(NC(=O)c2ccc(-n3cncn3)c([N+](=O)[O-])c2)cc1
9	CCOc1ccc(S(=O)(=O)N2CCOCC2)cc1NC(=O)CN1C(=O)NC2(CCCC2)C1=O
5	CN(Cc1nc2ccccc2c(=O)[nH]1)C(=O)COc1ccccc1Cc1ccccc1
1	Cc1cccc(C(=O)NCCC(=O)NCc2ccccc2Cl)c1
1	CCN(C(=O)CSc1nc2ccc(O)cc2c(=O)n1-c1ccc(OC)c(OC)c1)C1CCS(=O)(=O)C1 (configuration not stated)
-2	CC(=O)NC12CC3CC(C1)CC(C(=O)N1CCN(S(=O)(=O)c4ccccc4C#N)CC1)(C3)C2
2	CN(Cc1nc2ccccc2c(=O)[nH]1)C(=O)c1cccc(NC(=O)c2cccs2)c1
4	Cc1ccc(Cl)cc1NC(=O)COC(=O)c1ccc(CN2CCCC2=O)cc1
-3	Cc1cc(NC(=O)c2ccc(-c3ccccc3[N+](=O)[O-])o2)no1
-1	CC(=O)Nc1ccc(NC(=O)CSC2=NS(=O)(=O)c3cc(Cl)ccc3N2)cc1
3	COc1ccc(-c2cccc(-c3cc(=O)oc4cc5c(cc34)OCO5)c2)cc1
-3	O=C(CSc1nccc(=O)[nH]1)NC1CCCCCCC1
-2	COc1ccc(S(=O)(=O)N2CCCCCC2)cc1C(=O)N(C)Cc1ccc(OC)c(OC)c1OC
1	Cn1nnnc1SCC(=O)Nc1ncc(C(F)(F)F)cc1Cl
1	OCC1OC(Oc2c[nH]c3ccccc23)C(O)C(O)C1O (configuration not stated)
-3	O=S(=O)(NCCC1=CCCCC1)c1cccc(Br)c1
-5	O=C(CSC(=S)N1CCCC1)N1CCN(S(=O)(=O)c2cccc(F)c2)CC1
-5	Cc1cccc(C)c1NC(=O)CN(C)C(=O)c1ccccc1SCC(=O)N1CCCC1
3	CCN(CC)S(=O)(=O)c1cc(NC(=O)c2ccccc2OCc2c(C)noc2C)ccc1C
-1	Cc1cc(NC(=O)CSc2nnc(-c3ccco3)n2N)no1
5	Cc1ccc(C(=O)NN=C2CCCC2)cc1C
-5	O=C(c1cc(S(=O)(=O)NCc2ccco2)ccc1Br)N1CCOCC1

# 19 successive entries out of the list so far, quoted:
IDE act	SMILES
-7	O=C(C1CCN(S(=O)(=O)c2cccc3cccnc23)CC1)N1CCN(Cc2ccccc2)CC1
6	CC(Sc1ncccn1)C(=O)NC1(C#N)CCCCC1 (configuration not stated)
-6	CC(=O)N1CCc2c(sc(NC(=O)C3CCCN3S(=O)(=O)c3cccs3)c2C(N)=O)C1 (configuration not stated)
2	COc1cc(C(=O)N(C)CCOc2ccccc2)ccc1OCC(=O)Nc1cccc(C(F)(F)F)c1
4	CCN(CC)CCNC(=O)c1ccc(NC(=O)C2CC(=O)N(c3ccc4c(c3)OCCO4)C2)cc1 (configuration not stated)
3	Cc1ccc(S(=O)(=O)N[C@@H](C)C(=O)OCC(=O)N2c3ccccc3NC(=O)C2(C)C)cc1
0	COc1ccc(Cl)cc1NC(=O)CN(C)C(=O)c1sccc1-c1ccccc1
8	Cc1cc(C)c(C)c(S(=O)(=O)N[C@@H](C)C(=O)OCC(=O)NC2CCCC(C)C2C)c1C (some centres not stated)
3	Cc1nnc(-c2ccc(N3CCOCC3)c([N+](=O)[O-])c2)o1
10	C[C@]12C(=O)N(c3ccc(C(F)(F)F)cc3)C(=O)N1[C@H]1c3ccccc3OC[C@@H]1[C@H]2c1ccccc1
5	Nc1ncn([C@H]2C[C@H](O)[C@@H](CO)O2)c(=O)n1
4	Cc1ccc2sc(N(CCCN(C)C)C(=O)c3ccc(S(=O)(=O)N(C)C4CCCCC4)cc3)nc2c1C
7	C=CC[C@H](CC(=O)N(CCO)Cc1ccccc1)C(=O)N[C@@H](C)COC(=O)[C@H](CC=C)CC(=O)OC(C)(C)C
5	C[C@H](CO)N1C[C@H](C)[C@@H](CN(C)Cc2ccc(-c3ccccc3)cc2)Oc2c(NC(=O)Cc3ccccc3)cccc2C1=O
1	CN1CCN(S(=O)(=O)c2ccc(N3CCN(c4ccc(O)cc4)CC3)c([N+](=O)[O-])c2)CC1
0	Cc1cccc(C)c1NC(=O)COC(=O)[C@@H]1CCCN1C(=O)c1cccs1
16	COc1cccc2c1C(=O)c1c(O)c3c(c(O)c1C2=O)CC(O)(C(C)=O)CC3OC1CC(O)C(O)C(C)O1 (configuration not stated)
1	NC(=O)C1CCCN(CC(=O)Nc2cc(S(=O)(=O)N3CCOCC3)ccc2N2CCCC2)C1 (configuration not stated)
3	Cc1nnc(NC(=O)C2CSC3(C)CCC(=O)N23)s1 (configuration not stated)

# Additional records.
IDE act	SMILES
13	Cc1ccc(C(=O)C(C)OC(=O)CNS(=O)(=O)c2ccc(C)cc2)cc1 (configuration not stated)
2	Cc1cccc(NC(=S)N2CCC(C(=O)c3ccc(F)cc3)CC2)c1
4	Cc1cccn2c(=O)nc(SCC(=O)N3CCCC3)nc12
2	O=C(COC(=O)Cc1c(F)cccc1Cl)NCc1ccc2c(c1)OCO2
-6	CSc1ncccc1C(=O)OCC(=O)NCCC1=CCCCC1
6	Cc1c(C(=O)c2ccc3c(c2)OCO3)ccc2c1OCO2
4	c1ccc(Oc2cccc(Oc3ccccc3)n2)cc1
0	NC(=O)c1cccc(-c2noc(-c3ccccc3F)n2)c1
8	O=c1c2c3nc4ccccc4nc3n(CCN3CCOCC3)c2ncn1CCN1CCOCC1
6	C[C@]12c3[nH]c4ccc(Cl)cc4c3CCN1C(=O)[C@@H](CC(=O)NCCN1CCOCC1)C[C@@H]2C(=O)N1CCOCC1
-2	CCCCCCCCNCCS(=O)(=O)NCCCCCCCC
3	Cc1ccc2nc(SCC(=O)Nc3ccc4[nH]c(=O)[nH]c4c3)[nH]c2c1
2	CC(=O)OC1CCC2C3CCC4=C(CC(F)C(=O)C4)C3CCC12C (configuration not stated)
58*	C#CCOCCOCCOCCNc1nc(N2CCN(C(=O)CCCCCCCCCCNC(=O)[C@H]([C@@H](C)CC)n3cc(CCCCN=C(N)N)nn3)CC2)nc(N2CCN(C(=O)CCCCCCCCCCNC(=O)[C@H](CO)n3cc(CCCSC)nn3)CC2)n1
0	O=C1CC2(CCN1)CCN(Cc1ccccc1)CC2
5	CCN1CCN(c2ccc(S(=O)(=O)N3CCOCC3)cc2N)CC1
4	CN1C[C@@H]2[C@@H]3C(=O)N(Cc4ccccc4)C(=O)[C@@H]3[C@](Cc3ccccc3)(C1=O)N2C(=O)c1ccc(Cl)cc1
4	CC1CCC(NC(=O)COC(=O)c2ccc3ncsc3c2)CC1 (configuration not stated)
1	COc1ccc(C[C@@H]2OC3(C=CC(=O)C=C3)O[C@H]2Cc2ccc(OC)cc2)cc1
-3	O=C(COc1ccc(F)cc1)NNC(=O)Cn1ccc(C(F)(F)F)n1

# Rewritten with bars between the fields: part of the list above.
Compound | IDE act
O=C1CC2(CCN1)CCN(Cc1ccccc1)CC2 | 0
c1ccc(Oc2cccc(Oc3ccccc3)n2)cc1 | 4
